Screening data deposited in PubChem BioAssay by several laboratories.
LMPTP inh: blocks human LMPTP phosphatase | hit rate 0.22% among 360,000 | P24666 | recombinant LMPTP-A, OMFP fluorogenic substrate, fluorescence intensity | inhibition, % at 20 µM | AID 651560;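 active = compounds that cut the enzyme signal by at least half of the control window in the single-dose screen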;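 also: plate controls were DMSO wells with enzyme plus substrate for no effect and substrate without enzyme for full effect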
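Assay system: LMPTP-A enzyme. Input: 0.625 nM LMPTP-A final. Probe or stimulus: 400 µM OMFP. Compound dosing: single 20 µM dose. Schedule: 50 min dark incubation at room temperature. Detection: fluorescence intensity of OMFP turnover product. Read-out: percent inhibition versus substrate-only and uninhibited controls. Benchmarks: no-enzyme low control, uninhibited high control.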
DNMT1 block: inhibitors of human DNMT1; P26358; DNMT1 molecular beacon, Hinp1I cleavage, fluorescence; inhibition (reported as % activation of signal), % at 10 µM; hit rate 0.83% among 360,000; in the data active = inhibition above about 50%
Target sequence (P26358 504-1616 limits assumed): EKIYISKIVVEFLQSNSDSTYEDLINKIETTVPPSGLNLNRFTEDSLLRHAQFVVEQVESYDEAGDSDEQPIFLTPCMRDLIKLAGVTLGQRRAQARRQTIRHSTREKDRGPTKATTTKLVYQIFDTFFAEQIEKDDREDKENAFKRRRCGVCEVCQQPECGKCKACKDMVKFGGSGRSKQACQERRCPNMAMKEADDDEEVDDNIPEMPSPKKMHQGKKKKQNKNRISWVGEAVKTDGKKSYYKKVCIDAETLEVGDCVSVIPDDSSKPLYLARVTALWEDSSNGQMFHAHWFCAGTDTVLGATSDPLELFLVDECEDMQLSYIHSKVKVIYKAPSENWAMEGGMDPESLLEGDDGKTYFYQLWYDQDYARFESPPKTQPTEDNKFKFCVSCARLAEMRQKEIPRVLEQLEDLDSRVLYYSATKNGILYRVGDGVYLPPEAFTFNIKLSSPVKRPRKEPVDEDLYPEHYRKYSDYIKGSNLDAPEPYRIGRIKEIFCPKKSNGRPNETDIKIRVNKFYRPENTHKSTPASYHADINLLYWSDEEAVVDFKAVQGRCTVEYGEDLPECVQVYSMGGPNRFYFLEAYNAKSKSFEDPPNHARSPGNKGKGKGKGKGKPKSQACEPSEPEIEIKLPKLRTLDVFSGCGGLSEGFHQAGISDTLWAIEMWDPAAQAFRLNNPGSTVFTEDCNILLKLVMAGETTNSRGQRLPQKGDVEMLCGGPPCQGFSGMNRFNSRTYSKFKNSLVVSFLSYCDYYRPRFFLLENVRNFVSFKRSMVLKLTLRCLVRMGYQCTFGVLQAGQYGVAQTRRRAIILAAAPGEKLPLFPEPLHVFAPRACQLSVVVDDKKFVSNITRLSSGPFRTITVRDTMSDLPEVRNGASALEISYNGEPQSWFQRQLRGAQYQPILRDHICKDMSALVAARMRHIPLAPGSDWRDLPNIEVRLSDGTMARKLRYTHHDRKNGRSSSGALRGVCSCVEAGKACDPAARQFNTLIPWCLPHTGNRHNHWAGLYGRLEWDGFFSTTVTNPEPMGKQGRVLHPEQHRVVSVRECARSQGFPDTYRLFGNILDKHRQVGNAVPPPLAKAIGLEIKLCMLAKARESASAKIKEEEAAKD
Scp-1 inhibitor: inhibitors of human Scp-1 phosphatase | Recombinant Scp1, phosphopeptide, malachite green phosphate absorbance | inhibition, % at 20 µM | hit rate 0.88% among 340,000;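 active = inhibition above about 50% at 20 µM, limit read from the data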;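 also: plate controls were DMSO wells with enzyme for no effect and wells lacking enzyme for full effect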
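Assay system: SCP-1 catalytic fragment, aa 76-261 | Buffer or medium: Tris acetate buffer pH 5.5 with MgCl2 and Tween-20 | Compound: One concentration, 20 µM, with 1.0% DMSO | Also added: Phospho 17-mer peptide substrate | Signal: Absorbance at 630 nm | Incubation: 45 min enzyme reaction at room temperature | Measure: % inhibition of SCP-1 phosphate liberation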
SUMO1-SIM PPI: modulators of human SUMO1-mediated protein-protein interactions; P63165; SUMO1 binding to a labelled peptide, TR-FRET, 1 h; inhibition, % at 20 µM; hit rate 0.33% among 360,000; AID 602429; in the data active = inhibition above about 37%
SKN-1 inh: C. elegans SKN-1 inhibition; C. elegans VP596 Pgst-4::GFP/RFP ratio, acrylamide-induced, 24 h; inhibition, % at 21.8 µM; hit rate 0.49% among 360,000;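 active = interference check ratio from 0.5 to 1.5 plus GFP to RFP signal ratio inhibition reaching or exceeding a fixed threshold, cut at about 30% in these data, passing the limit was not always enough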; also: some compounds called inactive have numbers as strong as hits
Neddylation inh: cullin neddylation inhibition; P61081+Q13564; hit rate 0.58% among 360,000; calls only at 25 µM; TR-FRET cullin neddylation, biochemical; in the data active = inhibition above about 36%
TbMetRS inhib: Trypanosoma brucei MetRS inhibition | purified T. brucei MetRS, ATP depletion, Kinase-Glo luminescence | hit rate 0.4% among 360,000 | inhibition, % at 11.9 µM | AID 624268;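 active = inhibition above a per-plate cutoff of the control wells' mean inhibition plus 3 SD, cut at about 5.5% in these data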;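 also: 0% = DMSO wells median and 100% = median of wells with control inhibitor compound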
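Test system: purified T. brucei MetRS enzyme. Also added: ATP, methionine and E. coli bulk tRNA substrates. Compound: 11.9 µM single point. Schedule: 15 min enzyme-compound preincubation, 2 h reaction, 10 min detection, 25 °C. Signal: luciferase luminescence of residual ATP, Kinase-Glo. Evaluation: percent inhibition versus plate control medians. Controls: DMSO wells, low control.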
STEP inh: inhibitors of human striatal-enriched phosphatase STEP; recombinant STEP, OMFP fluorogenic substrate, fluorescence; P54829; inhibition, % at 20 µM; hit rate 0.25% among 360,000;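 active = inhibition at 20 µM, scaled per plate between control wells, above about 37%, limit read from the data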;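 also: 0% = DMSO with enzyme and substrate and 100% = substrate only without enzyme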
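Material: STEP (striatal-enriched tyrosine phosphatase) enzyme, cell-free; Compound dosing: 20 µM single dose in 1% DMSO; Technique: fluorescence read at 480 nm ex / 540 nm em; Times: reaction 20 min, ambient temperature; Medium: 50 mM Bis-Tris pH 6.0 with 2.5 mM DTT and 0.005% Tween 20; Also added: OMFP at 25 µM.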
CendR NRP1 mod: alters CendR peptide binding to human NRP-1; O14786; FAM-RPARPAR peptide binding to NRP-1, fluorescence polarization; inhibition, % at 25 µM; hit rate 0.85% among 360,000; AID 602438;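 active = inhibition or corrected inhibition above about 18%, plus a signal ratio from 0.5 to 1.5, limit read from the data, passing the limit was not always enough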; also: strong numbers were not always called active
NadD block: blocks S. aureus nicotinate mononucleotide adenylyltransferase | AID 602399 | purified NadD enzyme, colorimetric absorbance read-out | hit rate 0.78% among 360,000 | inhibition, % at 20 µM; in the data active = inhibition above about 26%; also: some compounds past the cut are filed as inactive
Starred values were filed as active, the others as inactive; i = inactive; · = no result given.

SMILES | LMPTP inh | DNMT1 block | Scp-1 inhibitor | SUMO1-SIM PPI | SKN-1 inh | Neddylation inh | TbMetRS inhib | STEP inh | CendR NRP1 mod | NadD block
COc1ccc(OCC(=O)N2CCc3ccccc3C2)cc1 | 0.0 | -1 | 1 | 2 | 12 | i | -0.8 | 13 | -12 | 2
COc1ccc(C(=O)N2CCN(C(=O)c3cc(OC)c(OC)c(OC)c3)CC2)cc1 | -0.6 | 1 | 2 | 2 | 17 | i | -0.7 | 0 | -13 | -3
CC(NC(=O)COC(=O)c1ccccc1F)C1CC2CCC1C2 (centres undefined) | -0.6 | 5 | -2 | -1 | 15 | i | -0.1 | 0 | -3 | -5
O=C(CN(c1ccc(F)cc1)S(=O)(=O)c1ccc2c(c1)OCCO2)Nc1ccccc1 | 0.7 | -1 | -9 | -1 | -28 | i | -0.7 | -1 | -13 | -12
O=C(Nc1ccccc1)c1ccc(CN2CCC(Cc3ccccc3)CC2)cc1 | -1.0 | -2 | 14 | 0 | -8 | i | 0.0 | -6 | 0 | -2
COc1ccc(C(=O)Nn2cnc3scc(-c4cccs4)c3c2=O)c(O)c1 | 2.1 | 8 | -4 | 10 | 5 | i | 0.0 | -1 | 8 | 3
CC(C)NC(=O)C1(C)CCN1C(=O)C1(c2ccccc2)CC1 (centres undefined) | -1.5 | 4 | · | 0 | 5 | i | -0.9 | 0 | -5 | 1
Cc1ccccc1OCC(=O)OCC(=O)Nc1ccc2c(c1)OCCO2 | 1.0 | 5 | 5 | -7 | -13 | i | -0.3 | 0 | -2 | -14
CCCCc1nnc2c(N(C)S(=O)(=O)c3ccc(C)cc3)nc3ccccc3n12 | 1.4 | 0 | -2 | 1 | 2 | i | -0.2 | 1 | -4 | 5
O=C(COc1ccc2ccccc2c1)Nc1cccc(C(=O)Nc2ccccc2C(=O)O)c1 | 1.8 | -22 | -9 | 30 | 0 | i | 0.3 | 1 | -30 | 8
Cc1cc(C(=O)N/N=C/c2cccc(OC(=O)c3ccco3)c2)n[nH]1 | -0.8 | -4 | -7 | -9 | 7 | i | -0.6 | -12 | -12 | 4
Cc1ccc(O)c(C(=O)c2cnc3c(c2)COc2ccccc2-3)c1 | 2.5 | -3 | -1 | -10 | 4 | i | -0.8 | 0 | 26* | 2
COc1ccc(NC(=S)N(Cc2ccc(Cl)cc2)Cc2ccc(C(=O)O)cc2)cc1Cl | 0.3 | 0 | -14 | 3 | -10 | i | 2.6 | 2 | -9 | 10
O=C(CNC(=O)N1CC(=O)Nc2ccccc21)NCc1ccccc1 | -1.6 | 1 | 29 | -3 | -15 | i | -0.5 | -1 | -2 | -4
Cc1ccc(S(=O)(=O)N2CC3CCCN3c3ccc(C(F)(F)F)cc32)cc1 (centres undefined) | 2.3 | -5 | -6 | 0 | 2 | i | -1.1 | 4 | 20 | -6
CCOC(=O)c1c(C)[nH]c(N=Nc2cccc(C)c2)c1C | 1.8 | -3 | 5 | -4 | 12 | i | -0.3 | -4 | 13 | -2
COC(=O)c1ccc(CNC(=O)c2ccc(S(=O)(=O)N3CCCC(C)C3)cc2)cc1 (centres undefined) | 0.1 | 50* | -8 | 0 | -15 | i | -0.2 | 3 | -12 | 5
CCc1cccc2c1NC(=O)C2(O)N1CCCC(C)C1 (centres undefined) | -1.3 | 3 | -4 | -8 | -4 | i | -0.2 | -2 | 5 | -9
Cc1c(C)n2c(SCC(=O)Nc3ccc4c(c3)OCCO4)nnc2[nH]c1=O | 2.0 | 2 | -1 | 2 | 2 | i | -0.4 | -2 | -3 | -2
COc1ccc(-n2c(Cc3cccn3C)nnc2SCC(=O)Nc2ccc(C)cc2)cc1 | 0.3 | -1 | -4 | -1 | 8 | i | 0.5 | 4 | 4 | 3
Cc1ccc(NC(=O)CNC(=O)c2ccc(Br)o2)nc1 | 0.6 | -10 | -10 | -1 | -5 | i | -0.7 | -2 | -2 | -3
COc1cccc(CNC(=O)[C@@H]2CCCN2)c1 | -0.8 | · | · | -5 | 4 | i | -0.3 | · | 10 | 3
N#Cc1ccc(NC(=O)c2sc3cc(C(F)(F)F)cnc3c2-c2cccs2)cc1 | -0.5 | 0 | -12 | 56* | 9 | i | -1.1 | 2 | -5 | 14
S=C(Nc1cccc2ccccc12)NN1CCCCCC1 | 0.7 | -3 | 3 | 0 | 3 | i | 0.0 | 0 | 1 | 6
Cn1c(COc2ccccc2)nnc1SCC(=O)NNC(=O)C1CCCCC1 | -2.1 | -2 | 0 | 0 | 3 | i | -1.0 | -1 | 7 | -6
Cc1cc(Nc2cc(C(=O)O)ccc2C)n2ncnc2n1 | -1.1 | 1 | -4 | -2 | 7 | i | -0.2 | -1 | 3 | -2
O=C1NC2(CCCCC2)C(=O)N1/N=C/c1ccc(O)cc1O | 1.7 | 6 | -3 | -1 | 3 | i | 0.4 | 0 | -7 | 3
O=C(/C=C/c1ccc(S(=O)(=O)N2CCOCC2)cc1)NCCCn1ccnc1 | -4.7 | -2 | -9 | -19 | 5 | i | 0.1 | -4 | 0 | 2
COc1cccc(C(=O)Nc2ccc3c(c2)OC[C@H](C)N(C(=O)C2CCCC2)C[C@@H](C)[C@@H](OC)CN(C)C3=O)c1 | -0.5 | · | · | 5 | -13 | i | -0.1 | · | -1 | ·
COc1ccccc1NC(=O)CSc1nnnn1-c1ccccc1F | -1.3 | -6 | -4 | 3 | 6 | i | -0.8 | 3 | -6 | -5
O=C(NC(=O)N1CCN(c2cccc(Cl)c2)CC1)c1ccc(Cl)cc1 | -0.1 | -1 | -5 | 1 | 3 | i | -0.5 | 0 | 0 | 1
CN(C)CCN1C(=O)C(=O)/C(=C(/O)c2ccc(OCc3ccccc3)cc2)C1c1ccncc1 (centres undefined) | 0.0 | 1 | 0 | -1 | -11 | i | 0.3 | 0 | -24 | 1
CCc1ccc(C(=O)Nn2c(C)nc3ccccc3c2=O)cc1 | -1.8 | 1 | -7 | 0 | -4 | i | -1.6 | 0 | -2 | 0
CCC(C)NC(=O)C1CCCN(C(=O)NC2CCCCC2)C1 (centres undefined) | -2.0 | 1 | 3 | 0 | -16 | i | -0.8 | -1 | -6 | -5
CCOC(=O)c1c(NC(=O)Cc2ccccc2)sc2c1CCN(CC)C2 | -0.6 | 2 | -9 | 2 | 2 | i | 0.2 | 1 | -7 | 1
COc1ccc(NC(=S)N(CCC(C)C)C2CCN(C(C)=O)CC2)cc1 | 4.1 | 4 | 6 | 1 | -11 | i | -1.9 | 5 | 3 | 1
COc1ccc(C(=O)NC(C)c2nc3ccccc3n2C)cc1OC (centres undefined) | 0.0 | -1 | -6 | 2 | -6 | i | -0.5 | -2 | 5 | 9
c1ccc(-c2nnc(SCC3CCCCO3)nc2-c2ccccc2)cc1 (centres undefined) | 5.9 | -2 | -1 | -6 | 1 | i | -0.9 | 4 | 6 | -3
COc1ccc(/C=N\NC(=O)c2ccccc2F)cc1COc1ccc(F)cc1 | 0.7 | 7 | -10 | 1 | -16 | i | -0.5 | 0 | -8 | -3
O=C(COC(=O)CN1C(=O)NC2(CCCC2)C1=O)Nc1ccccc1C(F)(F)F | -0.9 | 1 | -5 | 1 | 4 | i | -0.1 | -1 | -11 | 5
CCn1nc(NC(=O)c2ccco2)c2cc3ccc(C)cc3nc21 | -1.4 | -2 | 20 | -21 | 16 | · | 0.1 | 8 | 3 | 10
C/C=N/NC(=O)CCNC(=O)c1ccccc1 | -1.7 | -3 | -4 | 4 | 3 | i | 0.5 | 2 | -9 | 1
COc1ccc(-n2nc(C(=O)NCC(=O)N3CCN(C)CC3)c3ccccc3c2=O)cc1 | -1.3 | 3 | -5 | -10 | 10 | i | 0.3 | -1 | 4 | -3
CCCc1nc2c3ccccc3ccn2c1CC(C)(C)C | 2.7 | 6 | · | 10 | 2 | i | -0.2 | 0 | 0 | -5
CCn1cc(C(=O)NCCc2ccccc2)c(=O)c2cc(S(=O)(=O)N(C)C)ccc21 | 0.1 | -2 | -5 | 0 | -5 | i | -0.6 | -3 | -2 | -1
C/C=C/C(=O)OCC(=O)Nc1ccc(SC(F)F)cc1 | -0.8 | -2 | -6 | 2 | 7 | i | 0.0 | -6 | 10 | -2
COc1ccc(Cl)cc1C(=O)NNC(=O)c1nn(C)c(=O)c2ccccc12 | -1.9 | 1 | -9 | -6 | 7 | i | 0.0 | -1 | -1 | 2
O=C(NCCN1CCN(c2ccccc2)CC1)c1ccc2c(c1)[nH]c(=S)n1c3ccccc3nc21 | 0.7 | 17 | -3 | 4 | 4 | i | -0.7 | 4 | -14 | 13
CCNc1nc(SCc2ccccc2)nc(N2CCOCC2)n1 | 0.2 | -6 | -5 | 0 | 26 | i | -0.9 | 4 | -7 | -7
COc1ccc(NS(=O)(=O)c2c(C)n(C)c(=O)n(C)c2=O)cc1OC | -1.1 | 0 | -8 | -3 | 23 | i | 0.6 | 0 | -14 | -1
Next section.
SMILES | LMPTP inh | DNMT1 block | Scp-1 inhibitor | SUMO1-SIM PPI | SKN-1 inh | Neddylation inh | TbMetRS inhib | STEP inh | CendR NRP1 mod | NadD block
Cc1cnnc2c1-c1no[n+]([O-])c1CC2 | -2.1 | -2 | 3 | -9 | 7 | i | -0.6 | -2 | -4 | -3
CCNC(=O)C1(C)CCCN(C(=O)c2cc3ccccc3s2)C1 (centres undefined) | -2.6 | -3 | · | 4 | -2 | i | -0.3 | 1 | 3 | -1
COCC(C)NC(=O)c1cc(S(=O)(=O)N2CCCCC2)ccc1N1CCOCC1 (centres undefined) | -1.7 | 2 | 2 | 3 | -5 | i | -0.8 | -1 | -1 | 1
COc1ccc(/C=N\NC(=O)c2nn(C)cc2Cl)cc1CN1CCOCC1 | -0.1 | 4 | -4 | -9 | 2 | i | -0.3 | 0 | -7 | -3
O=C(CSc1c2c(nc3cc(Cl)ccc13)CCCC2)NCc1ccco1 | -0.4 | 0 | 5 | -7 | 5 | i | 0.0 | -1 | -14 | 4
Cc1cc(C)c2nc(N3CCCC3)c(C#N)cc2c1 | 0.0 | 0 | 1 | -5 | 2 | i | -0.7 | -1 | -30 | 12
COC(=O)c1cc(OC)c(OC)cc1NC(=O)Nc1ccccc1OC | -0.7 | 5 | -13 | 7 | -8 | i | -0.6 | -5 | 4 | -2

Not a hit list (roughly 4.6% active in at least one column).
